Screening data: PubChem, several laboratories
PG9 binder: PG9 antibody binding by small molecule; AID 624416; 0.43% of 360,000 active; inhibition, % at 6.7 µM; TR-FRET gp120-PG9 antibody binding; in the data active = inhibition above about 8.5%
ARFGAP1 inhibitor: inhibits rat ARF GTPase activating protein 1 | Arfgap1-stimulated ARF1 GTP hydrolysis, GDP FP detection | Q62848 | 0.26% of 360,000 active | inhibition, % at 16.5 µM;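 active = inhibition above a per-plate limit, mean inhibition of low control wells plus 3 SD, cut at about 25% in these data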;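 note: 0% = DMSO wells with enzyme and 100% = wells lacking Arfgap1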
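Material: rat Arfgap1 catalytic domain, aa 1-136; also added: human ARF1(Δ1-17)-GTP substrate; compound dosing: one concentration, 16.5 µM, DMSO 1.26%; incubation: GTP hydrolysis reaction 2 h at 25 °C; measured by: Tracer-displacement fluorescence polarization with EDTA stop, 620/688 nm; evaluation: % inhibition from polarization; repeats: one replicate per compound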
mABHD4 FP: inhibitors of mouse ABHD4 | Q8VD66 | purified mABHD4, FP-Rh probe fluorescence polarization | inhibition, % at 8.92 µM | 0.54% of 370,000 active | AID 720543;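 active = inhibition exceeding the mean over every tested compound plus 3 SD, cut at about 30% in these data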;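 note: 0% = plate median of compound wells and 100% = S159A mutant with DMSO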
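System: mouse ABHD4 enzyme, wild type / Medium: HEPES pH 7.0, NaCl, Pluronic buffer / Reagent: FP-Rh activity-based fluorescent probe / Control set: S159A mutant high control, sample median low control / Detection: fluorescence polarization with parallel and perpendicular emission, 525/598 nm / Schedule: 45 min + 60 min at 25 °C / Compound dosing: 8.92 µM, single dose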
SMARCA2 activ: increases SMARCA2 function in MMTV reporter cells. MG213 cells, MMTV-luciferase reporter, dexamethasone, overnight. activation, % at 9.1 µM. 1% of 370,000 active. AID 652017; in the data active = activation above about 7.8%;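 note: 0% = vehicle wells and 100% = reference activator wells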
Rev-erbA mod: modulators of human Rev-erb alpha DNA binding. P20393. Rev-erbα–FITC-DNA binding, fluorescence polarization, 90 min. activity, % at 10 µM. 0.79% of 370,000 active;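 active = activity above about 14%, limit read from the data; passing the limit was not always enough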;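 note: 0% = DMSO wells with 35 nM protein and 100% = DMSO wells with 750 nM protein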
GC-B act: GC-B (human) receptor activation; P20594; HEK293-GC-B cells, CNP EC30, cGMP TR-FRET; 0% at EC30 CNP, 100% saturating CNP; activation, % at 10 µM; 0.11% of 370,000 active; AID 1920062;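 active = activation at 10 µM reaching about 35% in either raw or pattern-adjusted values, limit read from the data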
rCAG binder: r(CAG) repeat RNA binding; TO-PRO-1 dye displacement fluorescence; inhibition, % at 3 µM; 1.3% of 370,000 active; AID 651821;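 active = inhibition above the plate cutoff, the mean of all test compounds on that plate plus 3 SD, cut at about 35% in these data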;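 note: 0% = DMSO alone and 100% = 100 µM mitoxantrone as full dye displacement; higher means more dye released from RNA so lower well fluorescence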
GC-A act: GC-A (human) enzyme activation | P16066 | HEK293 GC-A cells, cGMP TR-FRET, EC30 ANP; 0% at EC30 ANP, 100% saturating ANP | activation, % at 10 µM | 0.14% of 370,000 active; in the data active = activation above about 40%
Target sequence (P16066 whole entry, looked up): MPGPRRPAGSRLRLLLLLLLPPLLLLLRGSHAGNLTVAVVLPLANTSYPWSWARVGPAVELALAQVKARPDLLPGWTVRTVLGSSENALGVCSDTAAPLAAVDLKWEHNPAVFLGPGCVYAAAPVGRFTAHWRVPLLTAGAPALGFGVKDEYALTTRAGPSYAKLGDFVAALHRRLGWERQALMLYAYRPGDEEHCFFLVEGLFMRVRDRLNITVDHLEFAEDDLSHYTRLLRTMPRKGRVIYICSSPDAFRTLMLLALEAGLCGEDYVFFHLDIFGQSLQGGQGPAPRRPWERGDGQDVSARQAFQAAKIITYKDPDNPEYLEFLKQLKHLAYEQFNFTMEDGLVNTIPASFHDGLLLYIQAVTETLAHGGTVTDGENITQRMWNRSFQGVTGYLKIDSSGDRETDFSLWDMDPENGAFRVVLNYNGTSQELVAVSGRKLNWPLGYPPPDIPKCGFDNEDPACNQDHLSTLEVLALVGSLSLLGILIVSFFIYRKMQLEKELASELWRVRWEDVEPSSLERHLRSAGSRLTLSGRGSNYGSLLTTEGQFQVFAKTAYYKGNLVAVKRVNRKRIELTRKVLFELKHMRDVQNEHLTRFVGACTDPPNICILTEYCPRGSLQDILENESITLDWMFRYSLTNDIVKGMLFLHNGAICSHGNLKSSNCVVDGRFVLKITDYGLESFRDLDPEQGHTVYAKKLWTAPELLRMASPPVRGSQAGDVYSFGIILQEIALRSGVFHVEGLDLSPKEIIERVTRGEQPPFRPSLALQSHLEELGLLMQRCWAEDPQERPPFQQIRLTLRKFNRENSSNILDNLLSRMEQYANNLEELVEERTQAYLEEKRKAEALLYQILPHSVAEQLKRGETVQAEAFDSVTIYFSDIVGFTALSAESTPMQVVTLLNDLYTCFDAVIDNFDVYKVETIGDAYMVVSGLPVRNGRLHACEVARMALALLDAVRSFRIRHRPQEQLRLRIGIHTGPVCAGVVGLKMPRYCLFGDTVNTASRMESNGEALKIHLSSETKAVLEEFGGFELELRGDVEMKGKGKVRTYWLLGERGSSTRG
HTRA1 inh: HTRA1 (human) protease inhibition. Q92743. recombinant HTRA1, FP-rhodamine activity-based probe, fluorescence polarization. inhibition, % at 5.96 µM. 0.5% of 340,000 active; in the data active = inhibition above about 36%;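 note: 0% = enzyme with DMSO and 100% = wells lacking enzyme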
ASAP1 inh: ASAP1 ArfGAP inhibition. 0.19% of 360,000 active. AID 624377. ASAP1-stimulated ARF1 GTP hydrolysis, GDP FP detection. inhibition, % at 16.5 µM; in the data active = inhibition above about 25%;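 note: 0% = vehicle with enzyme and substrate and 100% = no enzyme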
* hit, by the source's call.

Screening C/C=C1\NC(=O)[C@H](CC(N)=O)N(C)C(=O)C([C@@H](C)O)NC(=O)C(CCCc2ccc(OC)cc2)NC(=O)[C@H](C(C)C)NC(=O)/C(=C\C)NC(=O)[C@H](O)[C@@H](C[C@@H](O)CCCCCCC)NC(=O)[C@H](C)NC(=O)CN(C)C(=O)[C@H](CCC(N)=O)NC1=O (stereo partly specified) returned PG9 binder 0.9, ARFGAP1 inhibitor -2, mABHD4 FP -1, SMARCA2 activ -1, Rev-erbA mod -2, GC-B act 2, rCAG binder 13, GC-A act 8, HTRA1 inh -2 and ASAP1 inh 6.
`CN(C)S(=O)(=O)c1cccc(C(=O)NC2CCCc3ccccc32)c1` (stereo unspecified) gave PG9 binder 1.1, ARFGAP1 inhibitor -3, mABHD4 FP 1, SMARCA2 activ -1, Rev-erbA mod -3, GC-B act 1, rCAG binder -5, GC-A act -1, HTRA1 inh -4 and ASAP1 inh 8.
For O=C1C2C3C=CC(C3=C3CCCCC3)C2C(=O)N1Cc1ccccc1 (stereo unspecified) the results were PG9 binder -2.0, ARFGAP1 inhibitor 7, mABHD4 FP -5, SMARCA2 activ -4, Rev-erbA mod -3, GC-B act 4, rCAG binder -5, GC-A act 6, HTRA1 inh -8 and ASAP1 inh -21.
Screening CN(C)CC(C)(C)CNC(=S)Nc1cc(S(=O)(=O)N2CCOCC2)ccc1Cl returned PG9 binder -1.2, ARFGAP1 inhibitor 0, mABHD4 FP 2, SMARCA2 activ -3, Rev-erbA mod 1, GC-B act -1, rCAG binder -3, GC-A act -1, HTRA1 inh 1 and ASAP1 inh 12.
`Cc1ccc(CNC(=O)C2CCN(S(=O)(=O)N3CCC4(CC3)OCCO4)CC2)cc1` gave PG9 binder 0.1, ARFGAP1 inhibitor 5, mABHD4 FP 9, SMARCA2 activ -2, Rev-erbA mod -1, GC-B act 0, rCAG binder -8, GC-A act 0, HTRA1 inh 1 and ASAP1 inh -7.
Screening C/C(CC(=O)N1CCN(C=O)CC1)=N\NC(=O)c1ccc(Br)cc1 returned PG9 binder -0.1, ARFGAP1 inhibitor 8, mABHD4 FP -1, SMARCA2 activ 0, Rev-erbA mod 2, GC-B act 0, rCAG binder 0, GC-A act 6, HTRA1 inh 2 and ASAP1 inh 6.
`CCOC(=O)c1nnc(-c2ccccc2)nc1NCc1ccccc1` gave PG9 binder 1.3, ARFGAP1 inhibitor 16, mABHD4 FP -12, SMARCA2 activ -3, Rev-erbA mod 3, GC-B act 8, rCAG binder 0, GC-A act 9, HTRA1 inh -23 and ASAP1 inh -10.
O=c1[nH][nH]c(-c2ccccc2O)c1C(C[N+](=O)[O-])c1cccc(Cl)c1 (stereo unspecified) was read as PG9 binder 0.4, ARFGAP1 inhibitor 7, mABHD4 FP -8, SMARCA2 activ -3, Rev-erbA mod 5, GC-B act 2, rCAG binder 5, GC-A act 1, HTRA1 inh 0 and ASAP1 inh 3.
Cc1ccc(/C=C/C(=O)O)cc1S(=O)(=O)NCC1CCCO1 (stereo unspecified) was read as PG9 binder 0.0, ARFGAP1 inhibitor 9, mABHD4 FP 6, SMARCA2 activ -1, Rev-erbA mod -5, GC-B act 2, rCAG binder 2, GC-A act 4, HTRA1 inh 4 and ASAP1 inh 4.
COC(=O)c1c(NC(C)=O)sc(C(=O)Nc2ccccc2F)c1C was read as PG9 binder 31*, ARFGAP1 inhibitor 1, mABHD4 FP 0, SMARCA2 activ 1, Rev-erbA mod 26*, GC-B act 4, rCAG binder 0, GC-A act 5, HTRA1 inh -4 and ASAP1 inh -4.
For CCOc1ccccc1C(=O)Oc1ccc2ccc(=O)oc2c1 the results were PG9 binder 0.8, ARFGAP1 inhibitor -4, mABHD4 FP -7, SMARCA2 activ -1, Rev-erbA mod -6, GC-B act 1, rCAG binder -7, GC-A act 3, HTRA1 inh -1 and ASAP1 inh 7.
`Cc1nc2sc3c(c2c(=O)n1/N=C/c1ccco1)CCCC3` gave PG9 binder -2.0, ARFGAP1 inhibitor 7, mABHD4 FP -3, SMARCA2 activ 0, Rev-erbA mod -3, GC-B act -3, rCAG binder -5, GC-A act -3, HTRA1 inh -2 and ASAP1 inh 5.

Retrieved by compound from the list above, four records:
Screening CN(C)CC(C)(C)CNC(=S)Nc1cc(S(=O)(=O)N2CCOCC2)ccc1Cl returned PG9 binder -1.2, ARFGAP1 inhibitor 0, mABHD4 FP 2, SMARCA2 activ -3, Rev-erbA mod 1, GC-B act -1, rCAG binder -3, GC-A act -1, HTRA1 inh 1 and ASAP1 inh 12.
`Cc1ccc(CNC(=O)C2CCN(S(=O)(=O)N3CCC4(CC3)OCCO4)CC2)cc1` gave PG9 binder 0.1, ARFGAP1 inhibitor 5, mABHD4 FP 9, SMARCA2 activ -2, Rev-erbA mod -1, GC-B act 0, rCAG binder -8, GC-A act 0, HTRA1 inh 1 and ASAP1 inh -7.
Cc1ccc(/C=C/C(=O)O)cc1S(=O)(=O)NCC1CCCO1 (stereo unspecified) was read as PG9 binder 0.0, ARFGAP1 inhibitor 9, mABHD4 FP 6, SMARCA2 activ -1, Rev-erbA mod -5, GC-B act 2, rCAG binder 2, GC-A act 4, HTRA1 inh 4 and ASAP1 inh 4.
`CN(C)S(=O)(=O)c1cccc(C(=O)NC2CCCc3ccccc32)c1` (stereo unspecified) gave PG9 binder 1.1, ARFGAP1 inhibitor -3, mABHD4 FP 1, SMARCA2 activ -1, Rev-erbA mod -3, GC-B act 1, rCAG binder -5, GC-A act -1, HTRA1 inh -4 and ASAP1 inh 8.

Later entries
For COc1ccc(NC(=O)C(c2ccc(OC)cc2)n2c(=O)c(-c3cc4ccccc4[nH]3)nc3ccccc32)cc1 (stereo unspecified) the results were PG9 binder 0.6, ARFGAP1 inhibitor -1, mABHD4 FP -51, SMARCA2 activ -1, Rev-erbA mod -8, GC-B act 3, rCAG binder 21, GC-A act 3 and ASAP1 inh 19.
CCOCC(=O)Nc1ccccc1C(=O)O was read as PG9 binder -0.1, ARFGAP1 inhibitor 13, mABHD4 FP 3, SMARCA2 activ 4, Rev-erbA mod 3, GC-B act 2, rCAG binder 1, GC-A act -4, HTRA1 inh 5 and ASAP1 inh 8.
For C=CCOC(=O)CC(NC(=O)c1ccccc1)c1ccccc1 (stereo unspecified) the results were PG9 binder 1.6, ARFGAP1 inhibitor 18, mABHD4 FP 1, SMARCA2 activ -3, Rev-erbA mod -8, GC-B act -2, rCAG binder 4, GC-A act -3, HTRA1 inh 2 and ASAP1 inh 13.
COc1ccc(CNC(=O)c2ccc(NC(=O)C3=CSCCO3)cc2)cc1 was read as PG9 binder -1.6, ARFGAP1 inhibitor -9, mABHD4 FP -6, SMARCA2 activ -2, Rev-erbA mod -3, GC-B act -3, rCAG binder 1, GC-A act -1, HTRA1 inh -14 and ASAP1 inh 1.
Screening COC(=O)CSc1nnc(-c2cccc(NC(=O)c3ccc(C)cc3)c2)n1C returned PG9 binder -1.3, ARFGAP1 inhibitor -6, mABHD4 FP 1, SMARCA2 activ 2, Rev-erbA mod 2, GC-B act 0, rCAG binder -5, GC-A act 0, HTRA1 inh 1 and ASAP1 inh -9.
For Cc1ccc(S(=O)(=O)Nc2nc3ccc(S(=O)(=O)N4CCCC4)cc3s2)cc1 the results were PG9 binder -2.0, ARFGAP1 inhibitor -6, mABHD4 FP -5, SMARCA2 activ 3, Rev-erbA mod 4, GC-B act 0, rCAG binder 71*, GC-A act -2, HTRA1 inh -21 and ASAP1 inh 2.
COC(C(=O)N/N=C(\C)c1ccc(C(C)(C)C)cc1)c1ccccc1 (stereo unspecified) was read as PG9 binder -0.3, ARFGAP1 inhibitor -7, mABHD4 FP -4, SMARCA2 activ 0, Rev-erbA mod 7, GC-B act 0, rCAG binder -4, GC-A act 3, HTRA1 inh 3 and ASAP1 inh -6.
`O=C(CN1C(=O)c2ccccc2S1(=O)=O)c1ccc(F)cc1` gave PG9 binder -0.3, ARFGAP1 inhibitor 7, mABHD4 FP 0, SMARCA2 activ -3, Rev-erbA mod 1, GC-B act 2, rCAG binder -1, GC-A act 4, HTRA1 inh 2 and ASAP1 inh 4.
Screening COc1ccc(CN2CCNC(=O)C2CC(=O)NCCc2c[nH]c3ccccc23)c(OC)c1 (stereo unspecified) returned PG9 binder 0.7, ARFGAP1 inhibitor 16, mABHD4 FP 0, SMARCA2 activ -4, Rev-erbA mod -1, GC-B act 5, rCAG binder -1, GC-A act -4, HTRA1 inh 3 and ASAP1 inh -5.
CCCn1nnnc1SCC(=O)NCc1ccccc1 was read as PG9 binder 0.2, ARFGAP1 inhibitor -8, mABHD4 FP 1, SMARCA2 activ -2, Rev-erbA mod 0, GC-B act -2, rCAG binder -2, GC-A act 2, HTRA1 inh 1 and ASAP1 inh -1.
For CC(=O)c1cc2c(cc1NC(=O)c1cccc(S(=O)(=O)N3CCN(C)CC3)c1)OCO2 the results were PG9 binder 1.6, ARFGAP1 inhibitor 14, mABHD4 FP 2, SMARCA2 activ 0, Rev-erbA mod 20*, GC-B act 2, rCAG binder -2, GC-A act 3, HTRA1 inh 1 and ASAP1 inh 1.
`Cc1cc(=O)oc2cc(OCC(=O)OCC(=O)NC(C)C)ccc12` gave PG9 binder 0.7, ARFGAP1 inhibitor -6, mABHD4 FP 3, SMARCA2 activ -2, Rev-erbA mod 3, GC-B act -2, rCAG binder -2, GC-A act -2, HTRA1 inh 8 and ASAP1 inh 0.
Screening CC1CC(=O)Nc2ccccc2N1C(=O)CN1CCN(c2ccccc2)CC1 (stereo unspecified) returned PG9 binder -0.5, ARFGAP1 inhibitor -5, mABHD4 FP 3, SMARCA2 activ 0, Rev-erbA mod -5, GC-B act 4, rCAG binder -5, GC-A act -1, HTRA1 inh 3 and ASAP1 inh 4.
`Cc1ccnc2nc(C(=O)OCC(=O)c3ccccc3)nn12` gave PG9 binder 0.1, ARFGAP1 inhibitor 0, mABHD4 FP 6, SMARCA2 activ 0, Rev-erbA mod -2, GC-B act 0, rCAG binder 7, GC-A act 2, HTRA1 inh 5 and ASAP1 inh 4.
`COc1cc(SC)ccc1C(=O)OC(C)C(=O)NC1CCCC1` (stereo unspecified) gave PG9 binder -1.2, ARFGAP1 inhibitor 0, mABHD4 FP 4, SMARCA2 activ -1, Rev-erbA mod 4, GC-B act 7, rCAG binder 0, GC-A act 1, HTRA1 inh 2 and ASAP1 inh 2.
